FEN1 inhibitor: qHTS Assay for the Inhibitors of Human Flap endonuclease 1 (FEN1). Potency, µM (highest dose often 114 µM), for the others: at the top dose activity change, negative = inhibition, actives largely listed as inhibitors. 0.35% of 390,000 active. AID 588795, 2011. Recombinant FEN1 flap cleavage, fluorescence, 15 min; note: nearly all actives have a fitted effect of over 65% in size
Target sequence (P39748 whole entry, looked up): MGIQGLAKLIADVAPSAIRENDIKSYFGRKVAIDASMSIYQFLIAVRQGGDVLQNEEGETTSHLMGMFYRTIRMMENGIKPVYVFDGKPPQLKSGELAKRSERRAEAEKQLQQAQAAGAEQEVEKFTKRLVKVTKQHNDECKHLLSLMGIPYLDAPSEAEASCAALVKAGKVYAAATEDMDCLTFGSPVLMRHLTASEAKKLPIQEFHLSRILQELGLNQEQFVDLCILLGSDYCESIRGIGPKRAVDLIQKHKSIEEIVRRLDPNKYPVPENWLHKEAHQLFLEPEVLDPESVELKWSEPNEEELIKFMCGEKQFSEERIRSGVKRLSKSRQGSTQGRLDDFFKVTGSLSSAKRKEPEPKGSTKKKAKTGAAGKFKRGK
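Read-out was taken twice, immediately and after 15 min, following addition of 50 nM substrate to 10 nM FEN1 that had sat with test compound for 15 min at room temperature. Curves came from a four-parameter Hill model.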
N370S GC: qHTS Assay for Inhibitors and Activators of N370S glucocerebrosidase as a Potential Chaperone Treatment of Gaucher Disease; 0.092% of 330,000 active; Lysosomal acid glucosylceramidase (Homo sapiens), P04062; N370S GC spleen homogenate, 4MU-glucoside fluorescence; AID 2101, 2009; Potency, µM (series often up to 59.4 µM), without a hit: at the top dose activity change, negative = inhibition, actives largely listed as inhibitors;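 note: 0% = full enzyme activity and -100% = no enzyme basal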
KAT2A inh: qHTS Assay for Inhibitors of GCN5L2; Potency, µM (highest dose often 58.9 µM), for inactives: at the highest dose activity change, negative = inhibition, usual class: inhibitors; AID 504327, 2011; 0.21% of 390,000 active; Histone acetyltransferase KAT2A (Homo sapiens), Q92830; GCN5L2 HAT assay, ThioGlo1 CoA-SH fluorescence
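ThioGlo1-coupled HAT assay: 20nM GCN5L2, 70uM acetyl-CoA, 75uM H3(1-25) peptide, pH 7.5. Fluorescence read at 340/540nm at start and after 20 min at room temperature.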
An asterisk follows results filed as active. Calls come from the whole dose curve; as a rule, active = well fitted curve in the direction sought with a large enough effect; inconclusive = small, poorly fitted or top-dose-only effect, or another doubt; inactive = no such curve, though single readings can be large; an effect the other way counts as inactive or inconclusive. Unless noted, % is set by controls: 0 for no effect and ±100 for the full control effect; potency is the fitted concentration of half-maximal effect. An excerpt (hit frequency here may not be typical).

For Cc1cc(C)c(S(=O)(=O)N2CCCC2)c(C)c1 the results were FEN1 inhibitor -14%, N370S GC -6% and KAT2A inh 1%.
O=C(O)/C=C/C(=O)N1CCN(c2cccc(Cl)c2)CC1 was read as FEN1 inhibitor 15%, N370S GC -5% and KAT2A inh 6%.
O=C(c1ccccc1)[C@@H]1[C@@H](C(=O)c2ccc(F)cc2)[C@@]2(C(=O)Nc3ccccc32)[C@H]2c3ccccc3C=CN12 was read as FEN1 inhibitor 3%, N370S GC 8% and KAT2A inh -2%.
`CCN(CC(=O)Nc1ccc(NC(C)=O)cc1)Cc1c(O)ccc2cc(Br)ccc12` gave FEN1 inhibitor -14%, N370S GC -12% and KAT2A inh -9%.
`COc1cccc(CNC(=O)N2CCN(c3ccccc3C)CC2)c1` gave FEN1 inhibitor 1%, N370S GC 3% and KAT2A inh -1%.
For COc1ccc(CN(C(=O)CSc2nnc(-c3c[nH]c4ccccc34)o2)c2ccc(F)cc2)cc1OC the results were FEN1 inhibitor 6%, N370S GC -18% and KAT2A inh -8%.
O=C(COc1ccc2c(c1)oc(=O)c1ccccc12)NCCCN1CCOCC1 was read as FEN1 inhibitor inconclusive, N370S GC 4% and KAT2A inh -5%.
Screening COc1cccc2cc(-c3nc4ccccc4o3)c(=O)oc12 returned FEN1 inhibitor -1%, N370S GC 2% and KAT2A inh -4%.
For CC1CN(C(=O)COC(=O)c2cc(Cl)ccc2Cl)CC(C)O1 (stereo unspecified) the results were FEN1 inhibitor 2%, N370S GC 1% and KAT2A inh 0%.
For COc1ccc(-c2cc(=O)c3ccccc3o2)cc1 the results were FEN1 inhibitor -18%, N370S GC inconclusive and KAT2A inh inconclusive.
Screening COc1ccc2cc(C(=O)NCCCN3CCCC3=O)[nH]c2c1 returned FEN1 inhibitor 18%, N370S GC -7% and KAT2A inh 2%.
COc1ccc(NC(=O)C2CCCN(S(=O)(=O)c3ccc(Br)s3)C2)cc1 (stereo unspecified) was read as FEN1 inhibitor -13% and KAT2A inh -4%.
`CCOc1ccc(C2C(=O)N(C3CCCCC3)CC(=O)N2Cc2ccccc2OC)cc1OC` (stereo unspecified) gave FEN1 inhibitor -7% and KAT2A inh -15%.
COc1ccc(C2C(C#N)=C(SCC(=O)Nc3ccc(C)cc3)NC3=C2C(=O)CC(C)(C)C3)cc1 (stereo unspecified) was read as FEN1 inhibitor -17%, N370S GC -1% and KAT2A inh -13%.
CC(=O)N1CCC2(CCCN(Cc3nccs3)C2)CC1 was read as N370S GC -26% and KAT2A inh -2%.

Next part, starting with the last 6 of the part before.
For COc1ccc(-c2cc(=O)c3ccccc3o2)cc1 the results were FEN1 inhibitor -18%, N370S GC inconclusive and KAT2A inh inconclusive.
Screening COc1ccc2cc(C(=O)NCCCN3CCCC3=O)[nH]c2c1 returned FEN1 inhibitor 18%, N370S GC -7% and KAT2A inh 2%.
COc1ccc(NC(=O)C2CCCN(S(=O)(=O)c3ccc(Br)s3)C2)cc1 (stereo unspecified) was read as FEN1 inhibitor -13% and KAT2A inh -4%.
`CCOc1ccc(C2C(=O)N(C3CCCCC3)CC(=O)N2Cc2ccccc2OC)cc1OC` (stereo unspecified) gave FEN1 inhibitor -7% and KAT2A inh -15%.
COc1ccc(C2C(C#N)=C(SCC(=O)Nc3ccc(C)cc3)NC3=C2C(=O)CC(C)(C)C3)cc1 (stereo unspecified) was read as FEN1 inhibitor -17%, N370S GC -1% and KAT2A inh -13%.
CC(=O)N1CCC2(CCCN(Cc3nccs3)C2)CC1 was read as N370S GC -26% and KAT2A inh -2%.
NS(=O)(=O)c1ccc(CCNC(=O)CNS(=O)(=O)c2cccc(Br)c2)cc1 was read as FEN1 inhibitor 2%, N370S GC 10% and KAT2A inh 5%.
For O=C(NCC(=O)N1CCN(c2ccccn2)CC1)c1ccc(Br)o1 the results were FEN1 inhibitor 19%, N370S GC -6% and KAT2A inh 1%.
O=c1[nH]n(Cc2ccccc2)c2ccccc12 was read as FEN1 inhibitor -12%, N370S GC 4% and KAT2A inh -1%.
CCn1c(SCC(=O)Nc2cc(C)on2)nc2c([nH]c3ccccc32)c1=O was read as FEN1 inhibitor 8%, N370S GC -36% and KAT2A inh -5%.
Screening Cc1ccc(-n2nc(C(=O)N3CCN(c4cc(C)ccc4C)CC3)c3c4ccccc4n(C)c3c2=O)cc1 returned FEN1 inhibitor -7% and KAT2A inh 3%.
O=C(Nc1ccccc1-c1nc2ccccc2s1)c1ccc(F)cc1 was read as FEN1 inhibitor 2% and KAT2A inh -5%.
Screening C/C(=N\NC(=S)NC1CCCCC1)c1cccc(C(F)(F)F)c1 returned FEN1 inhibitor -10%, N370S GC 2% and KAT2A inh 0%.
`CC(C)Cc1nc(SCC(=O)N2CCCCC2)c2c(=O)n(C)c(=O)n(C)c2n1` gave FEN1 inhibitor 9%, N370S GC -6% and KAT2A inh -6%.
For O=C(CSc1ccccn1)C12CC3CC(CC(C3)C1)C2 the results were FEN1 inhibitor 16%, N370S GC 23% and KAT2A inh -16%.
`Cc1nn(-c2ccccc2)c2sc(C(=O)NNC(=O)COc3cccc4ccccc34)cc12` gave FEN1 inhibitor -15%, N370S GC -21% and KAT2A inh -3%.
Screening Cc1ccc(S(=O)(=O)c2c(C)nn(-c3ccccc3)c2OC(=O)c2ccco2)cc1 returned FEN1 inhibitor -1%, N370S GC 13% and KAT2A inh -2%.
Cc1ccc(OCC(=O)N/N=C/c2ccco2)cc1 was read as FEN1 inhibitor -13%, N370S GC 4% and KAT2A inh 2%.
`COC(=O)c1cc(S(=O)(=O)N(C)c2ccc(C)c(C)c2)c[nH]1` gave FEN1 inhibitor -7%, N370S GC -7% and KAT2A inh -20%.
`O=S(=O)(N/N=C\c1ccc2c(c1)OCO2)c1ccc(Cl)cc1` gave FEN1 inhibitor 9%, N370S GC 11% and KAT2A inh 4%.
Screening CCOc1ccc(NC(=O)c2cccc3c2C(=O)N(Cc2cccnc2)C3)cc1 returned FEN1 inhibitor -8%, N370S GC 3% and KAT2A inh -2%.
`O=C(OCc1cc(Cl)ccc1OC(F)F)c1cc(S(=O)(=O)O)ccc1O` gave N370S GC -4% and KAT2A inh -3%.
Screening Cc1nc2cccnc2n1C1CCN(C(=O)Nc2ccccc2)CC1 returned FEN1 inhibitor -2% and KAT2A inh -1%.
For CC(C)(C)c1ccc(C(=O)NCC(=O)OCC(=O)N2CCN(S(=O)(=O)c3ccc(Cl)cc3)CC2)cc1 the results were FEN1 inhibitor 0%, N370S GC 5% and KAT2A inh -3%.
For O=C1N=c2ccccc2=C1c1[nH]c(=S)[nH]c1O the results were FEN1 inhibitor -10%, N370S GC -24% and KAT2A inh -15%.
`C=CCn1c(=N)c(C(=O)OCC)cc2c(=O)n3cc(C)ccc3nc21` gave N370S GC 10% and KAT2A inh -1%.
`NC(CCC(=O)O)C12CC3CC(CC(C3)C1)C2` (stereo unspecified) gave FEN1 inhibitor 11%, N370S GC -1% and KAT2A inh 0%.
COc1ccccc1N(CC(O)Cn1ccnc1C)S(=O)(=O)c1ccccc1 (stereo unspecified) was read as FEN1 inhibitor -6%, N370S GC -12% and KAT2A inh -2%.
`O=C(NCC1CCCO1)NC12CC3CC(CC(C3)C1)C2` (stereo unspecified) gave FEN1 inhibitor -1%, N370S GC 8% and KAT2A inh 1%.
For CC(C)Oc1cccc(NC(=O)c2cnccc2C(F)(F)F)c1 the results were FEN1 inhibitor 19%, N370S GC -11% and KAT2A inh inconclusive.
For CCN1CCN(C2CCCCC2NS(=O)(=O)c2ccc(Cl)cc2)CC1 (stereo unspecified) the results were FEN1 inhibitor 16%, N370S GC -13% and KAT2A inh 0%.
COc1ccc(Nc2nc(C)nc3c2nnn3Cc2ccccc2Cl)c(OC)c1 was read as FEN1 inhibitor -1%, N370S GC -5% and KAT2A inh 0%.
For Cc1ccc(Cl)cc1NC(=O)Cn1cc(C(F)(F)F)cc(Cl)c1=O the results were FEN1 inhibitor -1%, N370S GC -1% and KAT2A inh -4%.
Cc1cccc(NC(=O)CCCC(=O)OC(C)C(=O)c2ccccc2)c1 (stereo unspecified) was read as FEN1 inhibitor 1%, N370S GC -1% and KAT2A inh -1%.
Screening COc1cc2c(cc1OC)C1(O)C(=O)c3ccc(O)c(C(=O)O)c3OC1CO2 (stereo unspecified) returned N370S GC 10% and KAT2A inh -11%.
Screening Cc1ccc(NC(=O)c2ccc(-n3cccn3)c([N+](=O)[O-])c2)cc1 returned FEN1 inhibitor -21%, N370S GC -6% and KAT2A inh -1%.
For C=CCN1C(=O)c2ccccc2Sc2ccc(C(=O)N3CCN(C)CC3)cc21 the results were FEN1 inhibitor 7%, N370S GC -15% and KAT2A inh 2%.
For C[C@H]1CN([C@@H](C)CO)C(=O)c2cccc(NC(=O)C3CC3)c2O[C@H]1CN(C)Cc1ccc(-c2ccccc2)cc1 the results were FEN1 inhibitor 1% and KAT2A inh -2%.
`CCc1nc2ccc(C(=O)Nc3ccc(NC(C)=O)cc3)cc2nc1CC` gave FEN1 inhibitor 2%, N370S GC 8% and KAT2A inh -6%.
O=C(Nc1ccc(N2CCOCC2)cc1)c1cccc(S(=O)(=O)N2CCCC2)c1 was read as FEN1 inhibitor 4%, N370S GC -4% and KAT2A inh 3%.
For CN(C)c1ccc(N2CC(C)(C)C2=O)cc1 the results were FEN1 inhibitor -3%, N370S GC 7% and KAT2A inh -13%.
Screening COc1cccc(N(C(=O)c2sc(C)nc2C)C(C(=O)NCC2CCCO2)c2ccccc2)c1 (stereo unspecified) returned FEN1 inhibitor -5%, N370S GC -2% and KAT2A inh -2%.
Cc1cccc(NC(=O)CN(C)S(=O)(=O)c2cnc[nH]2)c1C was read as FEN1 inhibitor -2% and KAT2A inh 2%.
For Cc1ccc(CCNS(=O)(=O)c2ccc3c(c2)NC(=O)CCS3)cc1 the results were FEN1 inhibitor -10%, N370S GC 3% and KAT2A inh -6%.
CCOc1ccccc1NC(=O)Cn1c(=O)n(CCCCC(=O)NCCCOC)c(=O)c2ccccc21 was read as FEN1 inhibitor 10% and KAT2A inh 4%.
Screening CCn1c(SCC(=O)Nc2nccs2)nnc1-c1ccc(S(=O)(=O)N2CCCCC2)cc1 returned FEN1 inhibitor -8%, N370S GC -5% and KAT2A inh 3%.
CCCCn1c(CNC(=O)C23CC4CC(CC(C4)C2)C3)nnc1SCC(=O)Nc1ccc(F)cc1 was read as FEN1 inhibitor -13% and KAT2A inh -10%.
Screening COc1ccc(NC(=O)/C(C#N)=C/c2c(C)nn(-c3ccc(F)cc3)c2Cl)cc1OC returned FEN1 inhibitor -17%, N370S GC 10% and KAT2A inh -3%.
Cc1cc(NC(=O)C2CCCC2)nc2c1c(=O)oc1ccccc12 was read as FEN1 inhibitor -16%, N370S GC -3% and KAT2A inh -9%.
Screening CC(C)(C)c1ccc(-c2noc(CCC(N)=O)n2)cc1 returned FEN1 inhibitor -1%, N370S GC -4% and KAT2A inh -4%.
Screening O=C(CSc1nc2ccccc2[nH]1)Nc1ccc2[nH]c(=O)[nH]c2c1 returned FEN1 inhibitor -21% and KAT2A inh 2%.

Brought forward from above: 2 entries; new compounds follow.
Screening CC(C)(C)c1ccc(-c2noc(CCC(N)=O)n2)cc1 returned FEN1 inhibitor -1%, N370S GC -4% and KAT2A inh -4%.
Screening O=C(CSc1nc2ccccc2[nH]1)Nc1ccc2[nH]c(=O)[nH]c2c1 returned FEN1 inhibitor -21% and KAT2A inh 2%.
COc1ccc(-c2nnn(CC(=O)N(CCO)C(C(=O)NC3CCCC3)c3ccncc3)n2)cc1 (stereo unspecified) was read as FEN1 inhibitor 1%, N370S GC 0% and KAT2A inh -6%.
`CSCCC(NS(=O)(=O)c1cccc(C(F)(F)F)c1)C(=O)Nc1ccccc1N1CCCC1` (stereo unspecified) gave FEN1 inhibitor inconclusive, N370S GC -14% and KAT2A inh -9%.
`O=C(Nc1ccccc1)Oc1cccc(Br)c1` gave FEN1 inhibitor 13%, N370S GC -20% and KAT2A inh 2%.
For COc1ccc(CNC(=O)Cn2nc([N+](=O)[O-])c(Br)c2C)cc1OC the results were FEN1 inhibitor 20%, N370S GC 0% and KAT2A inh -2%.
Screening COc1ccc(-n2nc(C(=O)NCC(=O)Nc3cc(OC)c(OC)c(OC)c3)c3ccccc3c2=O)cc1 returned FEN1 inhibitor -15%, N370S GC inconclusive and KAT2A inh -7%.
For CCOC(=O)Cn1c(=O)oc2cc(S(=O)(=O)N3CCN(c4ccc(C(C)=O)cc4)CC3)ccc21 the results were FEN1 inhibitor -21% and KAT2A inh -9%.
Screening CCN(C(=S)NC(=O)CCc1ccccc1)c1ccccc1 returned FEN1 inhibitor -6%, N370S GC 1% and KAT2A inh -11%.
`O=S(=O)(c1ccc(S(=O)(=O)N2CCC(O)CC2)cc1)N1CCCC1` gave FEN1 inhibitor 2%, N370S GC 1% and KAT2A inh -4%.
For CC(Sc1nnnn1-c1ccc(O)cc1)c1nc2ccccc2c(=O)[nH]1 (stereo unspecified) the results were FEN1 inhibitor 0%, N370S GC 4% and KAT2A inh -6%.
